TRPC4 PAM – TRPC4 (mouse) allosteric potentiation; Q9QUQ5; HEK293 TRPC4beta/mu-opioid, DAMGO EC20, Fluo-4 Ca2+ flux; active compounds read high; B-score at 10 µM; 0.42% of 310,000 active; AID 2227;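 active = B-score of calcium response area above 5 SD of library B-scores, with initial fluorescence ratio within 5 SD of library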;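 also: B-score of integrated fluorescence ratio over time as area under calcium response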
MrgX1 PAM – human MrgX1 positive allosteric modulation, primary screen | MrgX1-HEK293, Fluo-4 calcium flux, FDSS; active compounds read high | B-score at 10 µM | 0.63% of 310,000 active | AID 588675;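 active = plate-corrected calcium response at least 3 library SD above typical, normal starting fluorescence, not activating the receptor alone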;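 also: compound read alongside a low EC10 to EC30 dose of BAM8-22 agonist; peak minus trough fluorescence over baseline measured at the second addition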
MrgX1 antag – antagonists of human MrgX1 receptor; Q96LB2; MRGX1-HEK293 calcium flux, Fluo-4, BAM8-22 antagonism; active compounds read low; B-score at 10 µM; 1.3% of 310,000 active;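 active = calcium-response B-score plate-corrected more than 3 library SD below zero, starting fluorescence within 5 deviations, no agonist response on first addition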;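 also: peak minus trough fluorescence over baseline after final BAM8-22 challenge near maximal dose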
TRPC4 inh – TRPC4 (mouse) channel inhibition. Q9QUQ5. HEK293 TRPC4beta/mu-opioid, DAMGO-evoked Fluo4 calcium flux; active compounds read low. B-score at 10 µM. 0.39% of 300,000 active. AID 2247;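 active = B-score over 3 SD under the library average, no early fluorescence shift, positive overall ratio signal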
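Signal: kinetic Fluo4 fluorescence imaging of calcium influx. Material: stable TRPC4beta/mu-opioid receptor HEK293 cells. Probe or stimulus: DAMGO in two steps, submaximal then maximal.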
SKKanGAS inh – inhibitors of SKKanGAS S. pyogenes growth in kanamycin (SK-promoter or general growth effect); BacTiter-Glo, 6 h; inhibition, % at 7.5 µM; 1.3% of 300,000 active;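 active = mean replicate score, as percent of positive control median, at least 50; inconclusive = mean below 50 but one replicate at or above 50; inactive = mean and every replicate below 50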;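 also: strain carries kanamycin resistance gene driven by streptokinase promoter and grows in 40 µg/ml kanamycin; loss of luminescence reflects streptokinase promoter inhibition or plain growth inhibition; 0% = median of DMSO wells and 100% = positive control at its reference dose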
TMEM16A act – activators or potentiators of mouse TMEM16A chloride channel | 0.3% of 340,000 active | Q8BHY3 | B-score at 10 µM | HEK293 TMEM16A/YFP-H148Q/I152L, iodide quench fluorescence; active compounds read low | AID 623877;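 active = fluorescence-ratio B-score plate-corrected deviation score at least 3 library SD below zero, with starting fluorescence score within 5 deviations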;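 also: channel opened by trigger with iodide after compound preincubation; score built on the fluorescence ratio of max minus min over baseline; more negative score means more quench and so TMEM16A activation or potentiation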
TRPC6 activator – activates the mouse TRPC6 cation channel; Q61143; HEK293-TRPC6 membrane potential dye fluorescence; active compounds read high; B-score at 10 µM; 0.13% of 310,000 active; AID 2550;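 active = B-score of the integrated fluorescence ratio above library mean plus 3 SD, and starting fluorescence ratio within library mean plus 5 SD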;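 also: higher score means more depolarization so channel activation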
Target sequence (Q61143 whole entry, looked up): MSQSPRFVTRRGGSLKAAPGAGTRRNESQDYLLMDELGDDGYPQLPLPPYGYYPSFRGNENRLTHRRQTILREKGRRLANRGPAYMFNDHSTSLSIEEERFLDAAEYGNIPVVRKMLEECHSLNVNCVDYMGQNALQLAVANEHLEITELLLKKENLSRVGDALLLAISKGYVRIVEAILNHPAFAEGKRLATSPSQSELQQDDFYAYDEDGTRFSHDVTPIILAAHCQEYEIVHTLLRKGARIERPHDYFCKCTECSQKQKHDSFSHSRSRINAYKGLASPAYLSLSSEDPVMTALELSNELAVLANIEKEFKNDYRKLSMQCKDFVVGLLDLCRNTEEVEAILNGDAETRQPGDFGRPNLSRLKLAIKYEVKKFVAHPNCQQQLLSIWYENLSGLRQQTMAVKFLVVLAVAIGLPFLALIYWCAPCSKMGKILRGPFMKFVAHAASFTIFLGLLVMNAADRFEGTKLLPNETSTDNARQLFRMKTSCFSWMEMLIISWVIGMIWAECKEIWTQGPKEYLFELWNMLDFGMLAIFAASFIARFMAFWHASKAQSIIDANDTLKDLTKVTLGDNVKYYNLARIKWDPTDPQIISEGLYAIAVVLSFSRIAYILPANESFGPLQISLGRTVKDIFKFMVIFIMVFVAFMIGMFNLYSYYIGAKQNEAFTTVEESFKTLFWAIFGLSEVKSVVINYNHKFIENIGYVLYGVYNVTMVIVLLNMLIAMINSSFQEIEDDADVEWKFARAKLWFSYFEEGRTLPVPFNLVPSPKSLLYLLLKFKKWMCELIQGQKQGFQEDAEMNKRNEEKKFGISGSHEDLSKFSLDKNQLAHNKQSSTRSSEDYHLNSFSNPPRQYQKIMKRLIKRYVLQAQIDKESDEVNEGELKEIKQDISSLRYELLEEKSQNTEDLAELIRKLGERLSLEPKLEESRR
TRPC4 act – TRPC4 (mouse) channel activation; Q9QUQ5; HEK293 TRPC4beta/mu-opioid, Fluo4 calcium fluorescence; active compounds read high; B-score at 10 µM; 0.49% of 310,000 active; AID 2237;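 active = B-score above 5 SD of library B-scores, and initial fluorescence ratio not above library mean plus 5 SD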;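 also: positive B-score marks a calcium rise read as TRPC4 activation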
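System – HEK293 cells stably co-expressing mouse TRPC4beta and mu-opioid receptor · Signal – Fluo4 calcium-sensitive dye fluorescence, kinetic, 1 Hz baseline · Benchmarks – buffer (low) and maximal DAMGO (high) · Read-out – B score of integrated fluorescence ratio per well · Incubation – dye loading 45 min room temperature, 110 s kinetic read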
TMEM16A inh – blocks the mouse calcium-activated chloride channel TMEM16A; HEK293 TMEM16A/YFP iodide influx fluorescence, ionomycin; AID 588511; 1.2% of 310,000 active; normalized B-score (activity score, 25-100; higher = stronger inhibition) at 10 µM; Q8BHY3;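 active = ratio plate-corrected score three or more library SD toward inhibition, starting fluorescence score within five deviations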;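 also: score derived from kinetic fluorescence span divided by baseline fluorescence per well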
MrgX1 agonist – human MrgX1 receptor agonism, primary screen | MrgX1-HEK293 cells, Fluo-4 calcium fluorescence, agonist mode; active compounds read high | B-score at 10 µM | 0.44% of 310,000 active | AID 588627;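 active = calcium response B-score plate-corrected fluorescence ratio at least 3 library SD, with starting fluorescence B-score inside 5 SD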
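Test system: HEK293 cells stably expressing human MrgX1 receptor; amount: 15,000 cells per well; doses: compound delivered in addition one of three; times: overnight plating before 1 h dye loading; detection: Fluo-4 NW calcium-flux fluorescence, kinetic read; read-out basis: B-scored fluorescence response ratio; controls: positive and negative controls per plate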
TRPC6 inhibitor – inhibitors of mouse TRPC6 channel. Q61143. HEK293-TRPC6, membrane potential dye, ACh-evoked depolarization; active compounds read low. B-score at 10 µM. 1.1% of 310,000 active. AID 2553;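 active = B-score under library mean minus 3 SD, initial fluorescence not abnormally high, positive integrated signal ratio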;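 also: B-score derived from integrated fluorescence ratio over the kinetic read; more negative B-score means stronger inhibition of depolarization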
Numbers without * were called inactive; i = inactive; u = inconclusive; x = no result given.

SMILES	TRPC4 PAM	MrgX1 PAM	MrgX1 antag	TRPC4 inh	SKKanGAS inh	TMEM16A act	TRPC6 activator	TRPC4 act	TMEM16A inh	MrgX1 agonist	TRPC6 inhibitor
O=C(Nn1cnc2ccccc2c1=O)c1ccccc1	i	i	i	i	-2.4	i	i	i	i	i	i
CS(=O)(=O)NCCNc1ncc(C(F)(F)F)cc1Cl	i	i	i	i	3.8	i	i	i	i	i	i
CC1CN(C(=O)CCC(=O)N2CCOCC2)c2ccccc2O1 (configuration not stated)	i	i	i	i	1.2	i	i	i	i	i	i
O=C(O)c1cc(NC(=O)c2ccc(Cl)c([N+](=O)[O-])c2)cc(C(=O)O)c1	i	i	i	i	6.6	i	i	i	i	i	i
CCN(CC)S(=O)(=O)c1ccc(C(=O)N(c2ccc(C)cc2)C2C=CS(=O)(=O)C2)cc1 (configuration not stated)	i	i	i	i	-9.3	i	i	i	i	i	i
COc1ccc(Cl)cc1Nc1nc(-c2sc(NC(=O)c3ccco3)nc2C)cs1	i	i	i	i	28.9	i	i	i	i	i	i
Cc1cc(=O)oc2cc(OCC(=O)Nc3ccc(S(=O)(=O)N(C)C)cc3)ccc12	i	i	i	i	-4.2	i	i	i	i	i	i
Cc1cccc(-n2c(-c3ccco3)nc3nc4ccccc4nc32)c1	i	i	i	i	-0.3	x	i	i	i	i	i
O=C(Nc1ncc2c(n1)CC(c1ccco1)CC2=O)c1ccccc1 (configuration not stated)	i	i	i	i	1.3	i	i	i	i	i	i
Cc1ccc(CCNC(=O)CCS(=O)(=O)c2cc3c(cc2C)NC(=O)CO3)cc1	i	i	i	i	2.5	i	i	i	i	i	i
COCCCn1nnnc1SCC(=O)Nc1ccc2c(c1)OCCO2	i	i	i	i	9.7	i	i	i	i	i	i
COC(=O)C1C(=O)C=C(Nc2ccc(F)cc2F)CC1c1ccccc1 (configuration not stated)	i	i	i	i	-9.4	i	i	i	i	i	i
Cn1c(=O)cc(OCCCC(=O)NCc2ccc(F)cc2Cl)c2ccccc21	i	i	i	i	-5.8	i	i	i	i	i	i
Cc1cc(=O)n(-c2ccc(Cl)cc2)c(=O)[nH]1	i	i	i	i	0.9	i	i	i	i	i	i
COc1ccc(C)cc1NC(=O)CCS(=O)(=O)c1ccc2c(c1)CCN2C(C)=O	i	i	i	i	0.5	i	i	i	i	i	i
CCc1nnc(NC(=O)CSc2nnc(C)n2Cc2ccccc2)s1	i	i	i	i	5.3	i	i	i	i	i	i
O=C(CN1CCCCCCC1)Nc1cc(Cl)cc(Cl)c1	i	i	i	i	6.9	i	i	i	i	i	i
O=C(COC(=O)CCC1CCCCC1)Nc1ccc(OC(F)F)cc1	i	i	i	i	8.4	i	i	i	i	i	i
O=c1[nH]c(SCc2cccc([N+](=O)[O-])c2)nc2[nH]ncc12	i	i	i	i	0.7	i	i	i	i	i	i
O=S(=O)(NCCSCc1c(Cl)cccc1Cl)c1ccc2c(c1)OCCO2	i	i	i	i	u	i	i	i	25*	i	i
O=C(Nc1ccccc1C(=O)N1CCCCCC1)c1cccc(S(=O)(=O)N2CCOCC2)c1	i	x	x	i	-2.8	i	i	i	x	x	i
O=C(NCc1cccs1)C1CC(c2ccc(Cl)c(Cl)c2)=NO1 (configuration not stated)	i	i	i	i	9.9	i	i	i	i	i	i
O=C(NCc1cccs1)C1CCN(S(=O)(=O)c2ccccc2F)CC1	i	i	i	i	-2.5	i	i	i	i	i	i
Cc1cccc(N2CCN(c3ccc(N4C(=O)CCCC4=O)cc3[N+](=O)[O-])CC2C)c1 (configuration not stated)	i	i	i	i	0.4	i	i	i	i	i	i
CCCCCCCCS(=O)CCC(=O)O (configuration not stated)	i	i	i	i	-3.3	i	i	i	i	i	i
CC1(C)CC(=O)C2=C(C1)NC(Nc1nc3ccccc3o1)=NC21CCCCC1	i	i	i	i	5.5	i	i	i	i	i	i
O=C(CCNS(=O)(=O)c1cccs1)N1CCN(c2ccc(F)cc2)CC1	i	i	i	i	3.9	i	i	i	i	i	i
COc1cccc2sc(Nc3nc(C)c(C(C)=O)s3)nc12	i	i	i	i	53.7*	i	i	i	i	i	i
FC(F)(F)c1cccc(Cn2nnnc2-c2cccc(C(F)(F)F)c2)c1	i	i	i	i	-1.9	i	i	i	i	i	i
Cc1ccc(-c2csc(Nc3ccc(S(N)(=O)=O)cc3)n2)o1	i	i	i	i	-6.8	i	i	i	i	i	i
CCOC(=O)CSCC(NC(=O)OC(C)(C)C)C(=O)OCC (configuration not stated)	i	i	i	i	-1.2	i	i	i	i	i	i
COc1c(CC=C(C)C)c(O)cc2oc(=O)c3c4ccc(O)cc4oc3c12	i	i	-10.7*	i	12.7	x	i	i	i	i	i
CCN1CCc2c(OCC(=O)N3CCc4ccccc43)cccc2C1=O	i	i	i	i	-2.0	x	i	i	i	i	i
Cc1cc2nc(C)c(=O)n(C)c2cc1C	i	i	i	i	-10.5	i	i	i	i	i	i
CCCOc1ccc(CSc2n[nH]c(C)n2)cc1	i	i	i	i	7.9	i	i	i	i	i	i
CC(=O)c1c(C)[nH]c(C(=O)Nc2ccc(C)cc2Br)c1C	i	i	i	i	-9.4	i	i	i	i	i	i
CC(C)(C)c1ccc(/C=C(\C#N)C(=O)NC2CC2)cc1	i	i	i	i	-3.6	i	i	i	i	i	i
Cc1nn(-c2ccc(Cl)cc2)c(N)c1C(O)(CSc1nccn1C)C(F)(F)F (configuration not stated)	x	i	i	x	x	i	x	x	i	i	x
COC(=O)c1ccc(C2C(Oc3ccccc3)C(=O)N2CCc2ccc(F)cc2)cc1 (configuration not stated)	i	i	i	i	3.2	i	i	i	i	i	i
CCOc1ccc(C2C(C#N)=C(N)Oc3cc(C)[nH]c(=O)c32)cc1OC (configuration not stated)	i	i	i	i	6.8	i	i	i	i	i	i
Cc1ccnc(NC(=O)Nc2ccc3c(c2)N(C)C(=O)CS3)c1	i	i	i	i	11.4	i	i	i	i	i	i
O=C(CCc1c[nH]c2ccccc12)N1CCN(c2ccc(F)cc2)CC1	i	i	i	i	1.1	i	i	i	i	i	i
O=C(CN1CCN(C(=O)c2ccco2)CC1)N1CCc2[nH]c3ccccc3c2C1	i	i	-5.94*	i	-0.5	x	i	i	i	i	i
NC(=O)Cc1nc(-c2ccc(F)cc2)cs1	i	i	i	i	-3.9	i	i	i	i	i	i
COc1ccc(NC(=O)CSc2nc3c(c(=O)n(C)c(=O)n3C)n2C)c(OC)c1	i	i	i	i	-1.3	i	i	i	i	i	i
CC1=C(C(=O)OCC(C)C)C(c2ccccc2Cl)NC(=O)N1C (configuration not stated)	i	i	i	i	-3.5	i	i	i	i	i	i
O=C1NC(=O)/C(=C/C(=O)N2CCOCC2)S1	i	i	i	i	-6.4	i	i	i	i	i	i
CC1(C)CC(=O)C2=C(C1)OC(N)=C(C#N)C2c1cccs1 (configuration not stated)	i	i	i	i	-19.7	i	i	i	i	i	i
COc1ccc([C@@H]2Sc3cc(OC)ccc3N(CCN(C(C)C)C(C)C)C(=O)[C@H]2OC(C)=O)cc1	i	i	i	i	-0.2	i	i	i	i	i	i
Cc1ccc(-c2nnc(SCC(=O)N3CCCC3)o2)cc1C	i	i	i	i	-19.1	i	i	i	i	i	i
(listing goes on)
SMILES	TRPC4 PAM	MrgX1 PAM	MrgX1 antag	TRPC4 inh	SKKanGAS inh	TMEM16A act	TRPC6 activator	TRPC4 act	TMEM16A inh	MrgX1 agonist	TRPC6 inhibitor
COCCn1c(SCC(=O)NC2CCCC2)nnc1C(C)C	i	i	i	i	-2.8	i	i	i	i	i	i
CCc1ccc(C(=O)Nc2ccc3c(c2)n(C)c(=O)n3C)cc1	i	i	i	i	-5.3	i	i	i	i	i	i
O=C(COc1ccc2ccccc2c1)NNC(=O)Nc1ccccc1F	i	i	i	i	-2.1	i	i	i	i	i	i
CCOC(=O)C1CCCN(C(=O)c2[nH]c3ccc(OC)cc3c2C)C1 (configuration not stated)	i	i	i	i	-0.6	i	i	i	i	i	i
Cc1cc(-c2ccccc2)nc2oc(C(=O)NN)c(N)c12	i	i	i	i	6.7	i	i	i	i	i	i
Cc1ccc(C2CC(=O)NC(SCC(N)=O)=C2C#N)s1 (configuration not stated)	i	i	i	i	4.9	i	i	i	i	i	i
CCOC(=O)C1=C(C)NC(SCC(=O)Nc2nc(C)cs2)=C(C#N)C1c1cccs1 (configuration not stated)	i	i	i	i	14.3	x	i	i	i	i	i
CCOC(=O)c1nc(C)sc1-c1ccnn1S(=O)(=O)c1cccc(Cl)c1	i	i	i	i	-13.0	i	i	i	i	i	i
Cc1c(CC(=O)NCCCC(=O)O)c(=O)oc2c(C)c3oc4c(c3cc12)CCCC4	i	i	i	i	12.2	i	i	i	i	i	i
Cc1ccc(-c2nc(SC(C)C(=O)N3CCOCC3)n[nH]2)cc1 (configuration not stated)	i	i	i	i	-0.2	i	i	i	i	i	i
CCCCN(C)C(=S)Nc1ccsc1C(=O)OC	i	i	i	i	-2.3	i	i	i	i	i	i
CCOc1cccc(-c2nnc3sc(COc4ccc(OC)cc4)nn23)c1	i	i	i	i	33.8	i	i	i	i	i	i
CC(C)(C)c1nc(CN2CCOCC2)cc(CN2CCOCC2)c1O	i	i	i	i	-1.0	i	i	i	i	i	i
O=c1[nH]c(CSc2nnc3ccccn23)nc2cc(C(F)(F)F)ccc12	i	i	i	i	0.7	x	i	i	i	i	i
O=C(CCCCn1c(=O)c2ccccc2n(Cc2ccc(F)cc2)c1=O)NCc1ccco1	x	i	i	x	x	i	x	x	i	i	x
CCOC(=O)c1nn(-c2sc(C(=O)OC)c(C)c2C(=O)OC)cc1O	i	i	-6.78*	i	-5.3	i	i	i	i	i	i
CCOc1ccc(NS(=O)(=O)c2ccc(NC(=O)C3CCCO3)cc2)cc1 (configuration not stated)	i	i	i	i	-10.3	i	i	i	i	i	i
CCOC(=O)c1ccc(NC(=O)CSc2ccc(-c3ccccn3)nn2)cc1	i	i	i	i	-1.0	i	i	i	i	i	i
